Screening data as filed in PubChem.
TRPC4 block: inhibitors of mouse TRPC4 channel, primary screen, Fluo4 calcium, HEK293 TRPC4beta/mu-opioid cells; Short transient receptor potential channel 4 (Mus musculus), Q9QUQ5; 0.39% of 300,000 active; DAMGO-evoked Fluo4 calcium flux; hits give low values; AID 2247, 2010; B-score at 10 µM;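 active = B-score over 3 SD under the library average, no early fluorescence shift, positive overall ratio signal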
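test system = HEK293 cells with stable TRPC4beta plus mu-opioid receptor expression | detection = Fluo4 Ca2+ flux fluorescence | read-out = integrated fluorescence ratio relative to baseline, converted to per-well B score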
MrgX1 antagonist: antagonists of human MrgX1 receptor, primary screen, HEK293 cells, Fluo-4 calcium flux | Mas-related G-protein coupled receptor member X1 (Homo sapiens), Q96LB2 | BAM8-22 antagonism; hits give low values | B-score at 10 µM | 1.3% of 310,000 active;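 active = calcium-response B-score plate-corrected more than 3 library SD below zero, starting fluorescence within 5 deviations, no agonist response on first addition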;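 note: peak minus trough fluorescence over baseline after final BAM8-22 challenge near maximal dose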
Target sequence (Q96LB2 whole entry, looked up): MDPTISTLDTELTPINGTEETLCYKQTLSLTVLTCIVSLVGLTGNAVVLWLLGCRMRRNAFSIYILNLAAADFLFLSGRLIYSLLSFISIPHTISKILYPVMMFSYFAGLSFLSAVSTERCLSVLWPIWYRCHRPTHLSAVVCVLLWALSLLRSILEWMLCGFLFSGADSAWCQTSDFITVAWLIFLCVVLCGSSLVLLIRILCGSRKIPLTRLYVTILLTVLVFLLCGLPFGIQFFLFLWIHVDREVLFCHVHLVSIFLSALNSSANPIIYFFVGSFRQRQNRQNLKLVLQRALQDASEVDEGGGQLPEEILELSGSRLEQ
MrgX1 ag: agonists of human MrgX1 receptor, primary screen, HEK293 cells, Fluo-4 calcium flux. Mas-related G-protein coupled receptor member X1 (Homo sapiens), Q96LB2. Fluo-4 calcium fluorescence, agonist mode; hits give high values. B-score at 10 µM. 0.44% of 310,000 active. AID 588627, 2011;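 active = calcium response B-score plate-corrected fluorescence ratio at least 3 library SD, with starting fluorescence B-score inside 5 SD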
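Material – MrgX1-expressing HEK293 cells · Input – 15,000 cells seeded per well · Dosing – compound as first of three additions · Times – overnight seeding, then 1 h dark dye loading · Measured by – kinetic Fluo-4 NW fluorescence of intracellular calcium · Read-out – B-scored fluorescence response ratio · Benchmarks – positive and negative control wells on each plate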
RGS4 block: RGS4 inhibitors, primary screen, cell-based, HEK293 M3R inducible RGS4, calcium flux. Regulator of G-protein signaling 4 (Homo sapiens), P49798. Fluo-4 calcium flux; hits give high values; triggered by carbachol at its EC20. B-score at 10 µM. 0.45% of 310,000 active. AID 463165, 2010;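 active = B-score, a plate-corrected calcium signal, over three deviations above library mean, with baseline fluorescence within five deviations of library mean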;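 note: RGS4 expression induced by doxycycline in cells with stable M3 receptor; B-score is computed from the integrated fluorescence ratio over baseline after carbachol; higher B-score means a larger calcium signal and so more RGS4 inhibition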
Target sequence (P49798 whole entry, looked up): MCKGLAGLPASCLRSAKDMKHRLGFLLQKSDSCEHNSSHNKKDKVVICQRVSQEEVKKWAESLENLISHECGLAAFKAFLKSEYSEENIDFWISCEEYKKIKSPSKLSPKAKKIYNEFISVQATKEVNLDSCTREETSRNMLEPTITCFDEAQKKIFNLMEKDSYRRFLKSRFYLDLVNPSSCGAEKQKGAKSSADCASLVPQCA
HIF activator: HIF pathway transcriptional activators, primary screen, cell-based, U2OS HRE-luciferase, luminescence | U2OS HRE-luciferase reporter; normalized: DMSO 0%, desferrioxamine 100% | activation, % at 7.5 µM (by protocol) | 0.32% of 300,000 active;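 active = mean activation of at least 10% of the iron chelator positive control signal, with at least half of replicates also reaching 10%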
Platelet DG rel: inhibitors of platelet dense granule secretion, primary screen, cell-based, MLPCN, human platelets; inhibition, %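 (compounds screened at 7.5 µM in platelet-rich plasma)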; 0.22% of 300,000 active; AID 1663, 2009; human platelet-rich plasma, SFLLRN dense granule ATP release, luminescence;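 active = mean replicate score, as percent of positive control, at or above 50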
TRPC6 inhibitor: mouse TRPC6 channel inhibitors, primary screen, cell-based, HEK293, membrane potential dye | Short transient receptor potential channel 6 (Mus musculus), Q61143 | ACh-evoked depolarization; hits give low values | B-score at 10 µM | 1.1% of 310,000 active | AID 2553, 2010;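 active = B-score under library mean minus 3 SD, initial fluorescence not abnormally high, positive integrated signal ratio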;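 note: B-score derived from integrated fluorescence ratio over the kinetic read; more negative B-score means stronger inhibition of depolarization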
RGS4 act: RGS4 potentiators or activators, primary screen, cell-based, HEK293 M3R inducible RGS4, calcium flux | carbachol calcium flux Fluo4; hits give low values | B-score at 10 µM | 0.92% of 310,000 active | AID 463111, 2010;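 active = B-score of the integrated calcium signal more than 4 SD below the library mean, with starting fluorescence not abnormally high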;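 note: negative B-score means reduced calcium response which marks RGS4 activation or potentiation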
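System – HEK293 FlpIn-TREx cells, stable M3R, doxycycline-inducible RGS4 · Reagent – ECmax carbachol challenge · Times – compound preincubation 20 min at room temperature before agonist · Technique – Fluo4 fluorescence kinetic imaging of calcium · Measure – B score of integrated Fluo4 ratio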
TRPC6 activator: mouse TRPC6 channel activators, primary screen, cell-based, HEK293, membrane potential dye | AID 2550, 2010 | HEK293-TRPC6 membrane potential dye fluorescence; hits give high values | B-score at 10 µM | Short transient receptor potential channel 6 (Mus musculus), Q61143 | 0.13% of 310,000 active;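 active = B-score of the integrated fluorescence ratio above library mean plus 3 SD, and starting fluorescence ratio within library mean plus 5 SD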;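 note: higher score means more depolarization so channel activation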
MrgX1 allo act: positive allosteric modulators of MrgX1, primary screen, HEK293 cells, Fluo-4 calcium flux | Mas-related G-protein coupled receptor member X1 (Homo sapiens), Q96LB2 | FDSS; hits give high values | B-score at 10 µM | 0.63% of 310,000 active | AID 588675, 2011;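 active = plate-corrected calcium response at least 3 library SD above typical, normal starting fluorescence, not activating the receptor alone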;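 note: compound read alongside a low EC10 to EC30 dose of BAM8-22 agonist; peak minus trough fluorescence over baseline measured at the second addition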
SKKanGAS inh: S. pyogenes SKKanGAS growth inhibitors in kanamycin, primary screen, streptokinase expression inhibitor project, SKKanGAS strain, BacTiter-Glo luminescence | inhibition, % at 7.5 µM | 1.3% of 300,000 active | AID 1662, 2009 | 6 h;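 active = mean replicate score, as percent of positive control median, at least 50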;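 note: strain carries kanamycin resistance gene driven by streptokinase promoter and grows in 40 µg/ml kanamycin; loss of luminescence reflects streptokinase promoter inhibition or plain growth inhibition; 0% = median of DMSO wells and 100% = positive control at its reference dose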
* marks the source's active call; other numbers are inactive results; i = inactive; . = not tested or not shown.

item	Structure	TRPC4 block	MrgX1 antagonist	MrgX1 ag	RGS4 block	HIF activator	Platelet DG rel	TRPC6 inhibitor	RGS4 act	TRPC6 activator	MrgX1 allo act	SKKanGAS inh
1	Cc1csc(SCC(=O)N(C)c2c(N)n(Cc3ccccc3)c(=O)[nH]c2=O)n1	i	i	i	i	0.4	-2	i	i	i	i	2
2	Cc1ccc(C)c(OCc2ccc(C(=O)NN)o2)c1	i	i	i	i	-1.0	-4	i	i	i	i	0
3	COc1ccc(S(=O)(=O)N2CCC(C(=O)Oc3cccc(C)c3)CC2)cc1OC	i	i	i	i	-0.3	-4	i	i	i	i	-1
4	COc1ccc(N2CCN(C(=O)CN(C)S(=O)(=O)c3ccc4c(c3)c(=O)n(C)c(=O)n4C)CC2)cc1	i	i	i	i	-0.9	12	i	i	i	i	6
5	Cc1cccc(NC(=O)c2ccc(-n3ccnc3)nc2)c1	i	i	i	i	1.5	1	i	i	i	i	2
6	CCN(CC)CCNC(=O)c1ccc(NC2=NC3CS(=O)(=O)CC3S2)cc1 (configuration not stated)	i	i	i	i	0.1	0	i	i	i	i	-1
7	CCOC(=O)CSc1nc(=O)n2ccc(C)cc2n1	i	i	i	i	0.4	0	i	i	i	i	-5
8	O=C(NCCN1CCOCC1)c1ccccc1Oc1ccccc1	i	i	i	i	-0.5	0	i	i	i	i	2
9	CCc1ccc(NC(=O)CCNC(=O)Cn2ccc3ccccc3c2=O)cc1	i	i	i	i	-0.3	1	i	i	i	i	4
10	CCCCn1c(NC(C)CC)nc2c1c(=O)[nH]c(=O)n2C (configuration not stated)	i	i	i	4.7*	-0.5	-4	i	i	i	i	-2
11	O=c1c2ccccc2nc2n1CCCN2	i	i	i	i	0.2	2	i	i	i	i	-1
12	O=C(Cc1cccc2ccccc12)N/N=C/c1ccc(Sc2cccc3cccnc23)o1	i	i	i	i	0.0	41	i	i	i	i	25
13	CN(C)c1cccc(C(=O)NCC2CCCO2)c1 (configuration not stated)	i	i	i	i	0.6	-8	i	i	i	i	2
14	O=C(Nc1ccc(NC(=O)c2ccccc2F)cc1)c1ccccc1F	i	i	i	i	1.6	13	i	i	i	i	1
15	N#C/C(=C\c1cccc(O)c1)C(=O)Nc1ccc2c(c1)OCCO2	i	i	i	i	1.0	15	i	i	i	17*	10
16	CCCN(CC(=O)Nc1ccccc1C)C(=O)/C=C/c1cccs1	i	i	i	i	-0.8	-25	i	i	i	i	-5
17	Cn1c(C(=O)NCCOc2ccccc2Cl)cc(=O)n(C)c1=O	i	i	i	i	-0.4	7	i	i	i	i	-2
18	Cc1c(C)n(CCc2ccccc2)c2ncnc(NCCCN(C)C)c12	i	i	i	i	-29	-7	-6.3*	i	i	i	-5
19	CCOC(=O)CNC(=O)CSc1nc(-c2ccc(OC)cc2)ns1	i	i	i	i	1.0	12	i	i	i	12*	7
20	C=CCN(C(=O)CCC(=O)Nc1cc(C)on1)C(C(=O)NC(C)(C)C)c1cccc(OC)c1OC (configuration not stated)	i	i	i	i	-0.1	3	i	i	i	i	6
21	CCCOc1ccc(/C=C/C(=O)N2CCN(c3ccccn3)CC2)cc1	i	i	i	i	-0.4	2	i	i	i	i	1
22	O=C(/C=C/c1cccc([N+](=O)[O-])c1)Nc1ccc(NC(=O)c2cccs2)cc1	i	i	i	i	.	-4	i	i	i	i	-6
23	CCc1ccc(N2CCN(C(=O)c3ccc(OC)c(OC)c3)CC2)cc1	i	i	i	i	0.2	11	i	i	i	i	-8
24	Nn1c(SCC(=O)NC(=O)NCc2ccco2)nnc1-c1ccc(OC(F)F)cc1	i	i	i	i	-0.1	1	i	i	i	i	-9
25	Clc1ccc2nc(N3CCCCC3)[nH]c2c1	i	i	i	i	1.7	21	i	i	i	i	1
26	CCC(CC)C(=O)Nc1cccc(C(=O)NCc2ccco2)c1	i	i	i	i	-0.2	3	i	i	i	i	-4
27	COc1ccc(C(=O)CSc2nnc(CCc3ccccc3)n2-c2ccccc2)cc1	i	-6.4*	i	i	0.1	7	i	i	i	i	3
28	c1ccc(C2[C@H]3CN(CC4CCCCC4)[C@H](c4ccccc4)C34CC2(c2ccccc2)C4)cc1 (some centres not stated)	i	i	i	i	0.3	-3	i	i	i	i	-2
29	CC(C)[C@H](N)c1nnc(SCC(=O)c2ccc(Cl)cc2)o1	i	i	i	i	1.4	-5	i	i	i	i	-5
30	CN(c1ccc(C(=O)NC2CC3CCC2C3)cc1)S(C)(=O)=O (configuration not stated)	i	i	i	i	-0.7	3	i	i	i	i	0
31	COc1ccccc1NC(=O)CN(c1ccccc1F)S(C)(=O)=O	i	i	i	i	0.6	-7	i	i	i	i	2
32	CC(CCC(=O)Nc1nncs1)C(=O)O (configuration not stated)	i	i	i	i	-0.1	1	i	i	i	i	-1
33	COc1ccc(OC)c(-c2c[n+](=O)c3c(n2[O-])CCCC3)c1	i	i	i	i	0.3	-1	i	i	i	i	-5
34	C=CCNC(=S)NCC	i	i	i	i	-12	-9	i	i	i	i	-14
35	CN(C)/C=C/C(=O)c1cccc(Oc2ncccn2)c1	i	i	i	i	0.8	5	i	i	i	i	4
36	NS(=O)(=O)c1ccc2c(c1)oc(=O)c1cc(S(N)(=O)=O)ccc12	i	i	i	i	-0.3	-2	i	i	i	i	7
37	CCC(C)(C)NC(=O)CCn1c(-c2ccccc2)cc(C(C)=O)c1C	i	i	i	i	-0.1	0	i	i	i	i	4
38	O=C(NCc1ccncc1)NC12CC3CC(CC(C3)C1)C2	i	i	i	i	-0.6	17	i	i	i	i	-2
39	CCc1nnc(NC(=O)c2ccc(OCc3c(C)noc3C)c(OC)c2)s1	i	i	i	i	0.6	1	i	i	i	i	-2
40	CN1CCN(S(=O)(=O)c2ccc(NC(=O)C(C)(C)C)cc2)CC1	i	i	i	i	0.1	5	i	i	i	i	8
41	COc1ccc2c(CN3CCN(S(=O)(=O)c4cccs4)CC3)cc(=O)oc2c1	i	i	i	i	-0.1	5	i	i	i	i	5
42	O=C1c2ccccc2C(=O)N1CCCn1ccnc1	i	i	i	i	0.3	-4	i	i	i	i	-10
43	CCOC(=O)N1CCN(C(=O)/C(=C/c2cccc3ccccc23)NC(=O)c2ccc(OC)c(OC)c2)CC1	i	i	i	i	-0.4	-7	i	i	i	i	12
44	COc1cc(/C=C(\NC(=O)c2ccccc2)C(=O)NCCO)c([N+](=O)[O-])cc1OC	i	i	i	i	0.1	-3	i	i	i	i	14
45	COc1ccc2nc3cccc(OC)c3nc2c1	i	i	i	i	-0.2	2	i	i	i	i	17
46	Cc1ccc(-c2noc(CNC(=O)COc3ccccc3C)n2)cc1	i	i	i	i	-0.1	0	i	i	i	i	-3
47	S=c1[nH]ncn1/N=C/c1cccs1	i	i	i	i	-0.3	1	i	i	i	i	-15
48	Cc1c(C(=O)NC(=S)NCc2cccnc2)cccc1[N+](=O)[O-]	i	i	i	i	0.5	4	i	i	i	i	2
49	O=C(c1ccc(-c2ccccc2)cc1)N1CCN(c2ccccc2)CC1	i	i	i	i	1.1	0	i	i	i	i	0
50	COc1ccc(CCCc2nnc(SCc3nc4ccccc4c(=O)[nH]3)n2C)cc1C	i	i	i	i	-0.5	2	i	i	i	i	7

Additional entries
item	Structure	TRPC4 block	MrgX1 antagonist	MrgX1 ag	RGS4 block	HIF activator	Platelet DG rel	TRPC6 inhibitor	RGS4 act	TRPC6 activator	MrgX1 allo act	SKKanGAS inh
51	COc1ccc(NC(=O)CSc2cccc3cccnc23)c(OC)c1	i	i	i	i	-1.7	-9	i	i	i	i	-3
52	O=C(c1ccco1)N1CCN(S(=O)(=O)N2CCOCC2)CC1	i	i	i	i	0.3	-10	i	i	i	i	-14
53	C=CCOC(=O)C1=C(C)NC(SCC(=O)OCC)=C(C#N)C1c1ccc(O)c(OC)c1 (configuration not stated)	i	.	.	i	0.1	0	i	i	i	.	9
54	Cn1c(=O)c2nc(Cl)c(-c3ccccc3)nc2n(C)c1=O	i	i	i	i	-0.4	-13	i	i	i	i	-4
55	CCN1C(=O)c2ccccc2S(=O)c2ccc(C(=O)N3CCN(C(=O)c4ccco4)CC3)cc21 (configuration not stated)	i	i	i	i	-0.5	9	i	i	i	i	-3
56	O=C(CSc1ccccn1)Nc1nc2c(ccc3ccccc32)s1	i	i	i	i	0.0	16	i	i	i	i	-2
57	Cc1ccc(N2C(=O)C3C(c4ccccc4)N4CCCN4C3(C)C2=O)cc1 (configuration not stated)	i	i	i	i	0.2	11	i	i	i	i	-10

3 entries out of the list, ordered by heavy-atom count, low to high:
item	Structure	TRPC4 block	MrgX1 antagonist	MrgX1 ag	RGS4 block	HIF activator	Platelet DG rel	TRPC6 inhibitor	RGS4 act	TRPC6 activator	MrgX1 allo act	SKKanGAS inh
54	Cn1c(=O)c2nc(Cl)c(-c3ccccc3)nc2n(C)c1=O	i	i	i	i	-0.4	-13	i	i	i	i	-4
57	Cc1ccc(N2C(=O)C3C(c4ccccc4)N4CCCN4C3(C)C2=O)cc1 (configuration not stated)	i	i	i	i	0.2	11	i	i	i	i	-10
55	CCN1C(=O)c2ccccc2S(=O)c2ccc(C(=O)N3CCN(C(=O)c4ccco4)CC3)cc21 (configuration not stated)	i	i	i	i	-0.5	9	i	i	i	i	-3
